C8 TRAIL sens – viability loss with TRAIL in NB7+C8 cells, primary screen, TRAIL sensitizer project, cell-based, ATPlite luminescence; 1% of 360,000 active; inhibition (viability loss, TRAIL sensitization), % at 10 µM; AID 624354, 2012;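 active = compounds causing at least 50% loss of cell viability in the single-dose screen, relative to plate controls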
NR2E3 ag-1 – inhibitors of NR2E3-RetCOR corepressor binding, primary screen, NR2E3 agonist project, biochemical, TR-FRET, GST-NR2E3, biotin-RetCOR. 1536-well. inhibition of corepressor binding, % at 4.78 µM. 0.12% of 320,000 active. AID 2300, 2010;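 active = percent inhibition above the cutoff of mean plus 3 SD of all tested compounds, set per screening campaign, cut at about 20% in these data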;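 also: 0% = DMSO wells and 100% = biotin wells as full block of FRET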
Target sequence (Q9Y5X4 whole entry, looked up): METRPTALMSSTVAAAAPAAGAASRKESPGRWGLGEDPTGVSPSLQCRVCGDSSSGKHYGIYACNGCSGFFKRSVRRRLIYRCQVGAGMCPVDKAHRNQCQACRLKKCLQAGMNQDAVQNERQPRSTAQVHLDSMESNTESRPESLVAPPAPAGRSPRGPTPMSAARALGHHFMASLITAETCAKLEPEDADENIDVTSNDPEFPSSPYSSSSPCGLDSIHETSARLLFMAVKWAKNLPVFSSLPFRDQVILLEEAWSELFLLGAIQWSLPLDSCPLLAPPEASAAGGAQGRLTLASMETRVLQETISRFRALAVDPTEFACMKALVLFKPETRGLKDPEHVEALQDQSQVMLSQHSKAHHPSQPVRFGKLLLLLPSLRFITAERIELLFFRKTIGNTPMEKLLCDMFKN
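Test system – NR2E3–RetCOR corepressor complex · Quantity – NR2E3 fusion 1.35 nM · Buffer or medium – Tris pH 7.5 · Incubation – Compound–protein incubation for 5 h at 4 °C · Technique – TR-FRET, Eu(K)-anti-GST donor, streptavidin-D2 acceptor, ex 340, em 617/671 nm · Evaluation – percent inhibition of 671/617 nm emission ratio versus biotin and DMSO controls · Plate – 1536-well format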
HIF-2a block – HIF-2a reporter inhibitors, primary screen, luminescence, 786-0 RCC cells; 0.72% of 360,000 active; inhibition, % at 18.8 µM; AID 624352, 2012; 786-0 RCC cells HIF-2a reporter, luciferase luminescence, overnight;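 active = inhibition of the luminescence signal of 40% or more relative to plate controls, in a single-dose primary screen at 18.75 µM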
KKLEB cytotox – cytotoxicity in KKLEB CF airway cells, primary screen, cytotoxicity control for CF NF-kB inhibitor project, cell-based, uHTS, fluorescence assay plates; KKLEB CF airway cells viability, ATPlite luminescence, overnight; active compounds read low; cells stimulated with P. aeruginosa culture filtrate; activity change (cytotoxicity), % at 5 µM; 0.36% of 360,000 active; AID 602141, 2011;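 active = corrected activity change at or below -50% at 5 µM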
TWEAK Fn14 block – inhibitors of TWEAK-Fn14 signaling, primary screen, luciferase reporter cells, uHTS. TWEAK-stimulated Fn14 reporter cells, luciferase luminescence, 8 h. inhibition, % at 10 µM. 2% of 360,000 active. AID 1159606, 2016; in the data active = inhibition above about 50%
TROY NFkB inh – inhibitors of TROY-driven NF-kB signaling, primary screen, Q293 LMP1-TROYcd cells, NF-kB luciferase, uHTS | Q293 LMP1-TROYcd NF-kB luciferase reporter, 4 h | inhibition, % at 10 µM | 0.98% of 360,000 active;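 active = compounds whose plate-normalised and pattern-corrected inhibition of the luciferase reporter signal at the single screening dose is 50% or more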
Peg3 prom inh – Peg3 promoter-driven luciferase inhibitors, primary screen, cell-based, HeLa, luciferase luminescence; 1.7% of 360,000 active; AID 588405, 2011; HeLa PEG-Prom luciferase reporter, overnight; inhibition, % at 20 µM;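 active = inhibition of at least 50% at 20 µM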
TRPM1 prom inh – inhibitors of MITF-dependent TRPM1 promoter reporter, primary screen, cell-based, SK-MEL-5, single point, luciferase | 0.83% of 330,000 active | inhibition, % at 12.5 µM | SK-MEL-5 TRPM1 promoter luciferase, 24 h | AID 488899, 2010;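 active = mean inhibition across replicates of 60% or more, whatever share of single replicates reaches that level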; also: values of inactives mirror those of a sister screen read the other way
Shn3 3UTR inh – reduction of Shn3 3'UTR firefly luciferase signal, primary screen, Schnurri-3 inhibitor project, cell-based, Clone20 osteoblasts, set 2. Clone20 osteoblast Shn3 3'UTR firefly luciferase, 24 h. inhibition, % at 12.5 µM. 0.52% of 360,000 active. AID 588674, 2011;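 active = mean inhibition of at least 75% with every replicate also reaching 75%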;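 also: 0% = median of neutral control wells and 100% = pilot-screen positive control compound; some compounds past the cut are filed as inactive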
NR2E3 ag-2 – NR2E3 agonists in two-hybrid cells, primary screen, cell-based, luminescence, CHO-S, Gal4-NCOR/VP16-NR2E3 | 0.35% of 360,000 active | AID 602229, 2012 | luciferase | inhibition of corepressor binding, % at 3.98 µM;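 active = inhibition above the mean of all tested compounds plus 3 SD, cut at about 70% in these data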;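 also: 0% = DMSO with NR2E3 transfected cells and 100% = cells lacking NR2E3 construct; higher means lower luciferase signal from less NR2E3 corepressor binding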
CF NFkB block – inhibitors of PAF-induced NF-kB signaling, primary screen, cell-based, GFP fluorescence, uHTS. 0.86% of 360,000 active. inhibition, % at 5 µM. KKLEB NF-kB-GFP reporter, GFP fluorescence overnight;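 active = at least 50% inhibition at 5 µM, scaled per plate between neutral and stimulator controls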;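 also: PAF is a Pseudomonas aeruginosa culture filtrate used as stimulus; plate controls were PAF-stimulated DMSO wells for no effect and unstimulated DMSO wells for full effect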
* = called active by the depositor; . = no result given. Not all compounds are listed; the hit share may differ from the screen's.

Screens in order – KKLEB cytotox	Peg3 prom inh	HIF-2a block	NR2E3 ag-2	TROY NFkB inh	NR2E3 ag-1	TRPM1 prom inh	C8 TRAIL sens	CF NFkB block	Shn3 3UTR inh	TWEAK Fn14 block
Cc1ccc(S(=O)(=O)NCCN2CCOCC2)s1
 : -7	8	17	-14	-6	2	-9	-5	6	-1	7
COc1ccc(-c2sc3ccccc3c2-c2ccc(OCCN(C)C)cc2)cc1
 : -47	101*	22	21	26	.	76*	79*	44	51	-47
CCn1ccc(C(=O)NCc2ccc3c(c2)OCO3)n1
 : 4	-1	1	-24	11	3	-12	2	2	13	-6
CCc1ccc(NC(=O)CSc2nc(CSc3ccc(C)cc3)cc(=O)[nH]2)cc1
 : 13	-3	2	-17	8	5	3	-2	7	-13	-37
O=C(COC(=O)Cc1ccc(S(=O)(=O)N2CCOCC2)s1)Nc1ccc2c(c1)OCO2
 : 1	1	19	-12	-11	1	-14	5	-7	-12	-21
CCCCN(C)c1c(C)nc2ccc(C(=O)Nc3cc(-c4ccccc4)ccc3OC)cn12
 : -1	24	-23	-2	-18	.	.	11	-18	14	-6
COc1ccc([C@H]2CC(=O)C[C@@H](CCn3cc(-c4cccnc4)nn3)O2)cc1
 : .	.	4	4	-10	.	.	-5	.	.	-6
Cc1ccc(CN2CCN(/N=C/c3ccc(O)c(O)c3)CC2)cc1
 : -7	26	18	-17	-9	1	5	14	-3	47	-43
COc1cc2c(cc1OC)CN(C(=O)c1cc(S(=O)(=O)N3CCOCC3)c(Cl)cc1Cl)CC2
 : -16	1	8	0	-2	-6	4	3	3	28	-17
O=C(NC(=S)NCCC1=CCCCC1)c1cccnc1
 : 1	-36	-53	-36	-6	0	-13	-2	15	-46	3
CCOc1ccc(OCCSc2ccc(S(=O)(=O)N3CCN(C)CC3)cn2)cc1
 : -3	-5	-10	24	13	4	.	1	5	16	8
Cc1cccc(NC(=O)C2CCN(C(=O)c3ccc(F)cc3)CC2)n1
 : 11	-15	-3	9	-20	-3	-4	-4	-1	-20	10
Cc1onc(-c2c(F)cccc2Cl)c1C(=O)c1ccccc1
 : 4	18	5	-9	-13	0	-10	-19	0	.	7
NC(=O)C1CCN(C(=O)CCC(=O)c2cccs2)CC1
 : -6	-5	9	-31	-3	.	4	-7	6	-33	13
COc1cc(OC)c2c(C)c(Cl)c(=O)oc2c1
 : 0	-1	-10	2	-28	7	7	-1	-54	-20	-51

An excerpt from above with just TROY NFkB inh.
Compound	TROY NFkB inh
CCOc1ccc(OCCSc2ccc(S(=O)(=O)N3CCN(C)CC3)cn2)cc1	13
Cc1cccc(NC(=O)C2CCN(C(=O)c3ccc(F)cc3)CC2)n1	-20
Cc1onc(-c2c(F)cccc2Cl)c1C(=O)c1ccccc1	-13
NC(=O)C1CCN(C(=O)CCC(=O)c2cccs2)CC1	-3

The listing continues.
Screens in order – KKLEB cytotox	Peg3 prom inh	HIF-2a block	NR2E3 ag-2	TROY NFkB inh	NR2E3 ag-1	TRPM1 prom inh	C8 TRAIL sens	CF NFkB block	Shn3 3UTR inh	TWEAK Fn14 block
Cc1ccc(/C=N/NC(=O)CN(Cc2ccccc2)S(=O)(=O)c2ccc3c(c2)OCCO3)cc1
 : 7	17	12	-5	10	0	-1	-7	-32	-4	-5
COC(=O)c1ccccc1NC(=O)/C=N/O
 : 3	9	24	0	-2	2	1	2	9	-12	-9
C=CCNC(=O)COc1ccc(S(=O)(=O)Nc2ccc(OCC)cc2)cc1
 : 2	11	12	-8	5	2	-3	11	12	16	1
CCN1C(=O)/C(=C\c2ccncc2)SC1=Nc1ccc(C)c(C)c1
 : -19	35	12	0	4	0	-1	10	18	3	1
COc1ccc2c(c1OC)C(=O)N1N=C(c3ccc(Br)cc3)CC21 (stereo unspecified)
 : 9	-54	-58	-19	-23	0	-24	3	11	3	-7
CCOc1ccc(NS(=O)(=O)c2ccc(C(=O)NCC3(N4CCCCC4)CCCCC3)cc2)cc1
 : 16	6	5	-10	13	1	0	4	-14	-29	-8
O=C1Cc2cc(NS(=O)(=O)c3ccc(Cl)cc3)cc3c2N1CCC3
 : 10	3	11	0	-3	-3	1	0	18	15	-6
O=S(=O)(c1cnccc1N1CCN(/N=C/c2ccccc2)CC1)N1CCCCC1
 : -7	14	16	-1	6	3	6	-2	6	12	-5
O=C(C1=C[C@H](c2ccccc2)C[C@H](OCc2ccc(CO)cc2)O1)N1CCN(Cc2ccc3c(c2)OCO3)CC1
 : 0	15	-5	15	3	2	9	0	-37	8	-22
Nc1cccc(Nc2ncnc3ccccc23)c1
 : -3	10	-5	-27	15	5	-17	-8	26	-23	-28
OC[C@@H]1CN(Cc2cccnc2)C[C@H](n2cnc3c(N4CCCC4)ncnc32)O1
 : -7	5	11	-6	4	.	.	17	22	-1	4
Cc1ccc2c(c1)N(CCCC(=O)NCCCN1CCCCC1)C(=O)CO2
 : -5	12	4	-16	-7	0	.	-2	-1	-6	64*
CCC(C)Oc1nc2ccccc2nc1NS(=O)(=O)c1ccccc1 (stereo unspecified)
 : 10	18	20	-12	8	3	-9	-4	5	-1	-18
COc1cc2c(cc1OC)C(C(=O)NCc1ccco1)C(c1cccs1)N(C)C2=O (stereo unspecified)
 : -1	-11	13	11	18	2	8	0	10	-2	-21
CC(C(=O)OCC(=O)Nc1ccc(S(=O)(=O)N2CCCCC2)cc1)N1C(=O)c2ccccc2C1=O (stereo unspecified)
 : -8	13	17	5	17	0	-1	-4	12	2	5

New compounds follow:
Screens in order – KKLEB cytotox	Peg3 prom inh	HIF-2a block	NR2E3 ag-2	TROY NFkB inh	NR2E3 ag-1	TRPM1 prom inh	C8 TRAIL sens	CF NFkB block	Shn3 3UTR inh	TWEAK Fn14 block
Cc1ccc2cc3c(NS(=O)(=O)c4cccc5nonc45)nn(CC(C)C)c3nc2c1
 : 6	2	1	-1	4	-4	6	9	1	1	-5
CCCC12CN(C(=O)c3ccc(OC)cc3)CC(C)(CN(C(=O)c3ccc(OC)cc3)C1)C2=O
 : 4	18	2	-5	-17	1	6	-3	-8	-54	6
NS(=O)(=O)c1ccc(NS(=O)(=O)c2ccc(NC(=O)c3ccc(-c4ccccc4)cc3)cc2)cc1
 : 6	-10	9	-5	8	2	5	19	-10	10	-3
CCCCn1c(N)c(N(CC(C)C)C(=O)CCNC(=O)c2ccc(Cl)cc2)c(=O)[nH]c1=O
 : 1	8	9	3	-3	0	4	-22	6	3	3
O=C(c1cccc(S(=O)(=O)N2CCN(c3ccc(F)cc3)CC2)c1)N1CCCC(C(F)(F)F)C1 (stereo unspecified)
 : 3	7	10	89*	22	-4	21	-2	-18	92*	21
C=CCNC(=O)COC(=O)c1ccc(Cl)c(S(N)(=O)=O)c1
 : -1	21	28	18	-5	2	12	-1	-14	-9	5
COc1ccc(-n2nc(C(=O)NCC(=O)NCCCN3CC(C)CC(C)C3)c3ccccc3c2=O)cc1OC (stereo unspecified)
 : 0	14	12	-19	-5	-4	-2	-2	8	-11	9
O=C(COc1ccc([N+](=O)[O-])cc1)Nc1ccc(CN2CCOCC2)cc1
 : 7	18	1	1	5	0	15	3	0	15	13
COc1ccc(CNc2nccs2)cc1OC
 : 3	8	10	-5	13	2	-2	-5	-9	6	-2
COc1ccc(C2NC(=O)c3ccccc3N2)cc1OC (stereo unspecified)
 : -8	-93	-135	-47	-1	4	-38	11	8	-15	-9
CCc1ccc(-c2cc(C)no2)cc1S(=O)(=O)Nc1ccccn1
 : 0	10	-5	-8	11	-2	-5	-1	-5	-43	3
C=CCOc1nc2c(c(=O)n(C)c(=O)n2C)n1Cc1ccc(Cl)cc1Cl
 : 10	16	-14	-18	4	7	0	2	-12	86*	6
Fc1ccccc1Cc1ccc(Cl)nn1
 : -4	-2	9	-9	7	6	11	-1	-6	-4	-16
CCOC(=O)C(N)CSC1CC(=O)N(c2ccc(OC)cc2)C1=O (stereo unspecified)
 : -8	14	7	-18	4	1	16	4	-12	1	4
Cc1ccc(/C=N/Nc2ccc(C(=O)O)cc2)o1
 : -3	-182	-154	-46	-33	-7	-68	43	3	-45	18

(listing goes on)
Screens in order – KKLEB cytotox	Peg3 prom inh	HIF-2a block	NR2E3 ag-2	TROY NFkB inh	NR2E3 ag-1	TRPM1 prom inh	C8 TRAIL sens	CF NFkB block	Shn3 3UTR inh	TWEAK Fn14 block
COc1ccc(Nc2ncc3c(n2)CC(c2ccc(C)cc2)CC3=O)cc1 (stereo unspecified)
 : -11	13	-2	12	-20	0	3	-11	5	25	-52
COc1ccc(-c2sc3cc(OC)c(OC)cc3c2C#CCO)cc1
 : 8	0	-2	-15	11	.	-12	18	-27	-13	-10
COc1ccc(CNC(=O)c2ccncc2)cc1
 : 2	5	13	12	-6	3	4	-9	-12	-13	12
CCN(CC)C(=O)Cn1nnc(-c2ccc(C)o2)n1
 : 0	4	3	7	-29	-4	11	-4	8	8	15
CCOC(=O)N1CCN(c2nc(-c3ccc(F)cc3)cs2)CC1
 : 5	-122	-169	-55	-31	0	-36	4	-18	-11	-5
Cc1cc(NC(=O)Nc2cc(F)ccc2C)n(C)n1
 : -15	9	13	-14	1	2	-11	-14	10	-15	-14
Cc1ccc(C2CC(=O)NC(SCCC(C)C)=C2C#N)cc1 (stereo unspecified)
 : -20	23	16	7	-2	4	-10	7	-21	15	-13
CC(C)CCN1CC(C(=O)NCCC2=CCCCC2)CC1=O (stereo unspecified)
 : 6	-36	-156	-71	-55	-2	-29	-15	-2	-34	-27
FC(F)(F)c1ccc2c3n(nc2c1)CCN=C3c1ccc(Cl)cc1
 : -5	-71	-61	-18	41	2	7	12	-14	7	18
COC(=O)c1ccc(CC(=O)c2nc3ccccc3s2)cc1
 : -5	-119	-66	-37	-9	-2	-21	-12	-1	-68	-2
C/C(=N\NC(=O)c1cccc(S(=O)(=O)Nc2ccccc2Cl)c1)c1ccco1
 : -2	-2	19	14	-20	5	6	1	5	-9	-10

Single records, as listed above.
`COc1ccc(CNC(=O)c2ccncc2)cc1` as listed: KKLEB cytotox = 2; Peg3 prom inh = 5; HIF-2a block = 13; NR2E3 ag-2 = 12; TROY NFkB inh = -6; NR2E3 ag-1 = 3; TRPM1 prom inh = 4; C8 TRAIL sens = -9; CF NFkB block = -12; Shn3 3UTR inh = -13; TWEAK Fn14 block = 12
`Cc1cc(NC(=O)Nc2cc(F)ccc2C)n(C)n1` as listed: KKLEB cytotox = -15; Peg3 prom inh = 9; HIF-2a block = 13; NR2E3 ag-2 = -14; TROY NFkB inh = 1; NR2E3 ag-1 = 2; TRPM1 prom inh = -11; C8 TRAIL sens = -14; CF NFkB block = 10; Shn3 3UTR inh = -15; TWEAK Fn14 block = -14

Screening data (PubChem BioAssay)
